Source: PubChem
NPC1 prom act – NPC1 promoter activation; Potency, µM (titrated, usually from 9.22 µM), without a hit: at the top dose activation, hits mostly activators; AID 485313; Huh7 NPC1 promoter luciferase reporter, 24 h; 2.4% of 320,000 active;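 further: potency means the concentration at half of the fitted maximal effect; % of control where 0% means no effect; nearly all actives have a fitted effect of over 60% in size; reporter is driven by a mutant NPC1 promoter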
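Luciferase expression driven by the NPC1 promoter was measured in stably transfected Huh7 cells after a 24 h compound incubation, using a luciferase reagent and a luminescence read.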
PKM2 activator – activators of human pyruvate kinase M2; P14618; purified PKM2, Kinase-Glo ATP luminescence, activation; response scale: 0% is enzyme alone, no compound; Potency, µM (doses to about 57.5 µM), inactives show top-dose activation, hits mostly activators; 0.34% of 260,000 active; AID 1631; further: potency means the concentration at half of the fitted maximal effect; on the % scale 0 is the no-effect control and ±100 the full control effect; nearly all actives have a fitted effect of over 55% in size
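Purified hPK-M2 (>95%) run at intermediate activity with 0.1 mM ADP and 0.5 mM PEP in 50 mM imidazole pH 7.2, KCl, MgCl2; 1 h room temperature. ATP formed read by Kinase-Glo luminescence; normalized to uninhibited and no-enzyme controls.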
Mito fusion act – blocks mitochondrial division or promotes mitochondrial fusion | S. cerevisiae fusion-defective mutant growth rescue, CellTiterGlo 48 h | Potency, µM (highest dose often 46.1 µM), inactives show at the highest dose growth rescue (activation), usual class: activators | 0.23% of 320,000 active | AID 485298;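 further: potency means the concentration at half of the fitted maximal effect; % of control where 0% means no effect; nearly all actives have a fitted effect of over 45% in size; temperature-sensitive fusion mutants such as fzo1-1 at 37 °C on non-fermentable ethanol glycerol medium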
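Yeast fusion mutant, YPEG (non-fermentable carbon), compound, 48 h at 37C non-permissive; CellTiterGlo added, 10 min RT, luminescence read. Rescued growth = division inhibition.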
Rab9 promoter act – activators of Rab9 promoter | 2.8% of 320,000 active | Potency, µM (top dose mostly 9.22 µM), for inactives: top-dose activation, negative = inhibition, actives largely listed as activators | Huh7 Rab9 promoter-luciferase reporter, luminescence, 24 h; further: potency means the concentration at half of the fitted maximal effect; % of control where 0% means no effect; nearly all actives have a fitted effect of over 60% in size
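Cell-based reporter: Huh7 stable for Rab9 promoter-driven luciferase, plated in reduced-serum medium with 10% FBS at 1500 cells/well, compound-treated 24 h at 37 °C, luminescence read after 10 min reagent.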
KCNH2 3.1 inh – inhibitors of human KCNH2 3.1 potassium channel isoform; AID 720553; 0.95% of 340,000 active; activity change, % (tested at about 1.8 µM); U2OS KCNH2 3.1, thallium flux FluxOr; active compounds read low;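 active means maximum activity change below -70%; inconclusive means maximum activity change from -70% to -50%; inactive means maximum activity change above -50%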;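 further: thallium influx rate constant from kinetic fluorescence after stimulation buffer; on the % scale 0 is the no-effect control and ±100 the full control effect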
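FluxOr-based Tl+ influx in U2OS cells transduced with KCNH2 3.1 virus; rate constants normalized to DMSO controls.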
RORgamma inh – blocks mouse ROR gamma transcriptional activity; P51450; Drosophila S2 Gal4-RORgamma UAS-luciferase reporter, 20 h; Potency, µM (highest dose often 53.6 µM), for the others: at the highest dose activity change, negative = inhibition, actives largely listed as inhibitors; 5.4% of 310,000 active; further: potency means the concentration at half of the fitted maximal effect; on the % scale 0 is the no-effect control and ±100 the full control effect; nearly all actives have a fitted effect of over 60% in size
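Schneider cells (Drosophila), stable Gal4 DBD–ROR gamma + UAS-luc; 1 hr cmpd preincubation; Cu2+ induction 700 uM final; 20 hr ambient; luminescence.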
VP16 counter – inhibits Gal4-VP16 luciferase reporter, ROR gamma counter-screen | Drosophila S2 Gal4-VP16 UAS-luciferase, luminescence, 20 h | Potency, µM (highest dose often 53.6 µM), for inactives: at the top dose activity, negative = inhibition, actives largely listed as inhibitors | 3.5% of 310,000 active;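 further: Gal4-VP16 expression switched on by copper sulfate through the metallothionein promoter; potency means the concentration at half of the fitted maximal effect; on the % scale 0 is the no-effect control and ±100 the full control effect; nearly all actives have a fitted effect of over 50% in size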
ELG1 DNA repair – blocks ELG1-dependent DNA repair in HEK293T cells; 2.3% of 330,000 active; HEK293T ELG1-luciferase reporter, luminescence, 16 h; DNA damage induced by 5-fluorouridine; Potency, µM (titrated, usually from 46.1 µM), inactives show at the top dose activity change, negative = inhibition, most hits filed as inhibitors; AID 504467; further: potency means the concentration at half of the fitted maximal effect; on the % scale 0 is the no-effect control and ±100 the full control effect; nearly all actives have a fitted effect of over 55% in size
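HEK293T cells expressing luciferase-tagged ELG1 (2,000/well) received 5-Fluorouridine plus compound or DMSO for 16 hr at 37 °C. Luciferase was read by ONE-Glo luminescence after 30 min at room temperature.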
FLuc modulator – counter-screen for miR-21 project: firefly luciferase inhibitors or activators | P08659 | purified FLuc, Km substrates, luminescence inhibition | Potency, µM (titrated, usually from 57.5 µM), inactives show top-dose activity change, negative = inhibition, actives largely listed as inhibitors | 6.9% of 360,000 active | AID 588342;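 further: potency means the concentration at half of the fitted maximal effect; plate controls were vehicle for no effect and reference inhibitor for full effect; nearly all actives have a fitted effect of over 55% in size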
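Purified P. pyralis luciferase, 10 nM final, with Km-level 10 uM D-luciferin and 10 uM ATP in 50 mM Tris acetate pH 7.5, 10 mM Mg acetate, 0.01% Tween-20, 0.05% BSA; 6-point qHTS titration about 60 µM downward; luminescence read.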
Menin MLL FP TR – inhibitors of human menin-MLL interaction, mutant MLL peptide | O00255 | Menin + Texas Red MLL mutant peptide, fluorescence polarization | Potency, µM (highest dose often 61.6 µM), for inactives: at the highest dose FP activity change, negative = inhibition, actives largely listed as inhibitors | 0.23% of 270,000 active | AID 1768; active means well fitted inhibition curve with a large enough effect in the polarisation, with a control signal flat, not every such curve was filed as active; inconclusive means small, poorly fitted or top-dose-only effect, or effect the other way, or a change in a side signal; inactive means no such curve, though single readings can be large or run the other way; the % refers to the polarisation; further: potency means the concentration at half of the fitted maximal effect; % of control where 0% means no effect; many of its hits are not listed in these tables
Target sequence (O00255 whole entry, looked up): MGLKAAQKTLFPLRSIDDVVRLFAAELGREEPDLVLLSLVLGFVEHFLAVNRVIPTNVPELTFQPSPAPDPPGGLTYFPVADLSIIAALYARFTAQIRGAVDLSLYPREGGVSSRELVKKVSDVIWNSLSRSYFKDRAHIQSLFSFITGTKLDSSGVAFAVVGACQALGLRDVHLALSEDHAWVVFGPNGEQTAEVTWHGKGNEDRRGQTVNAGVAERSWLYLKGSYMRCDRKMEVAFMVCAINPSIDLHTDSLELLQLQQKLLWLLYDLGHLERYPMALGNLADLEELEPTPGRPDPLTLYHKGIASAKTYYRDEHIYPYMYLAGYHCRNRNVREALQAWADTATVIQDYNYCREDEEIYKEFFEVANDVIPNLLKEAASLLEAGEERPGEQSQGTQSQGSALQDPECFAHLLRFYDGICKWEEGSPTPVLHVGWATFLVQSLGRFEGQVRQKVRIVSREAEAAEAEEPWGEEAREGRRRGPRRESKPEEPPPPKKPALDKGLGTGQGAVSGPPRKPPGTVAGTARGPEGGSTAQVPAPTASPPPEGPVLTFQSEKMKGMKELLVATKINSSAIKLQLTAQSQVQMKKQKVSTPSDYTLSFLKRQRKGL
MBNL1-CUG inh – MBNL1-poly(CUG) RNA binding inhibition; Potency, µM (series often up to 57.5 µM), for inactives: at the top dose activity change, negative = inhibition, actives largely listed as inhibitors; TR-FRET MBNL1-His/biotin-(CUG)12 binding, 665/545 ratio; 0.036% of 280,000 active; Q9NR56; active means well fitted inhibition curve with a large enough effect in the signal ratio, with a control signal flat, not every such curve was filed as active; inconclusive means small, poorly fitted or top-dose-only effect, or effect the other way, or a change in a side signal; inactive means no such curve, though single readings can be large or run the other way; the % refers to the signal ratio; further: potency means the concentration at half of the fitted maximal effect; on the % scale 0 is the no-effect control and ±100 the full control effect
Target sequence (Q9NR56 whole entry, looked up): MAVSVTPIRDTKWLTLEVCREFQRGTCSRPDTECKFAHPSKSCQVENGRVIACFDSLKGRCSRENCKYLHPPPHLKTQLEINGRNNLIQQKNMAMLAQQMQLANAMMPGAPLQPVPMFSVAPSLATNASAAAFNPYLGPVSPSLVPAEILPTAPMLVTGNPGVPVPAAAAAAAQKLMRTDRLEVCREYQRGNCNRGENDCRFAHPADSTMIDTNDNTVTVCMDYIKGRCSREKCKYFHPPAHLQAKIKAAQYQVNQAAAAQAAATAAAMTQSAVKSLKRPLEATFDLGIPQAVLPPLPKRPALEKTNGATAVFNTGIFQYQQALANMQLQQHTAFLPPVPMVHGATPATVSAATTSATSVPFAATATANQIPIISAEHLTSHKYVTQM
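MBNL1-His + Biotin-(CUG)12, cpd titration 92 nM–58 uM; Tb anti-His Ab 0.055 ng/ul, SA-XL665 5 nM (final); 60 min RT; ratiometric 665/545 nm, Ex 340 nm; normalized to buffer and full-complex controls.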
Numbers without * were called inactive; ? = inconclusive; . = not tested or not shown; & = joins results of further samples; [ ] = dose if it differs, or a comment. Unless noted, the call rests on the fitted dose curve; in most records, active means well fitted curve in the direction sought with a large enough effect; inconclusive means small, poorly fitted or top-dose-only effect, or another doubt; inactive means no such curve, though single readings can be large; an effect the other way counts as inactive or inconclusive.

SMILES | NPC1 prom act | PKM2 activator | Mito fusion act | Rab9 promoter act | KCNH2 3.1 inh | RORgamma inh | VP16 counter | ELG1 DNA repair | FLuc modulator | Menin MLL FP TR | MBNL1-CUG inh
Cc1ccc(S(=O)(=O)/N=S(/c2ccccc2)C(C)C)cc1 (centres undefined) | 0% | 12% | -1% | 1% | -20 | -28% | -4% | -2% | -18% | . | -2%
CN(Cc1nc2ccccc2c(=O)[nH]1)C(=O)c1ccc(NC(=O)CSc2nnnn2C)cc1 | 2% | . | 2% | 1% | 5 | . | . | 20% | 4% | . | .
CCCCNC(=S)NCCN1CCN(C(=S)NCCCC)CC1 | -2% | 0% | -10% | 2% | 7 | -23% | 1% | -6% | 0% | 17% | -5%
CCOCCCn1c(SCc2nc3ccccc3s2)nc2ccccc2c1=O | 15% | -3% | 9% | 16% | -18 | -5% | -16% | ? | 17µM* | 5% | -16%
COc1ccc(C(=O)N/C(=C\c2cccc3ccccc23)C(=O)NCCc2c[nH]c3ccccc23)cc1OC | 2% | -13% | 5% | -1% | -3 | -2% | -11% | ? | -4% | ? | -6%
O=C(COc1ccccc1Cl)N1CCN(c2ccccn2)CC1 | 0% | . | 4% | 1% | -4 | . | . | 9% | 3% | . | .
CN1CCN(C(=O)C2=C[C@H](c3csc4ccccc34)C[C@H](OCCCCO)O2)CC1 | 2% | 1% | 1% | 0% | 7 | -3% | -1% | 0% | 2% | -19% | 0%
CCOC(=O)C1=C(COC(=O)C2CC(=O)N(c3ccc(CC)cc3)C2)NC(=O)NC1C (centres undefined) | -6% | . | 0% | -1% | 13 | . | . | 7% | 4% | . | .
C1=C(C(c2nnnn2C2CCCCC2)N2CCCCC2)COc2ccccc21 (centres undefined) | -3% | -3% | 3% | 6% | 14 | -4% | -9% | 10% | 5% | 0% | -2%
CC(=N\Nc1ccc(Cl)cc1)/C(=N/O)C(=O)Nc1ccccc1 | 0% | 3% | -5% | -2% | -13 | ? | -5% | ? | 1% | ? | 3%
COc1cc(C(C)=O)ccc1OCC(O)CN1CCN(c2c(C)cccc2C)CC1 (centres undefined) | 9% | 2% | 0% | -3% | -13 | -8% | 0% | -4% | -1% | -20% | 2%
Cc1ccc(Nc2nnc(SCC(=O)Nc3cccc(S(=O)(=O)NC4=NCCCCC4)c3)s2)cc1 | 11% | -4% | -3% | 1% | 8 | -15% | -12% | -5% | 1.9µM* | -12% | -12%
Nc1ccn(Cc2ccccc2)n1 | -5% | -2% | -2% | -1% | 5 | 10% | 6% | 10% | ? | -5% | .
CCCCOc1ccc(NC(=O)CCSc2nccn2C)cc1 | 8% | -5% | -8% | 25% | -3 | -27% | 18% | ? | -17% | 0% | -2%
O=C(CN1C(=O)S/C(=C\c2ccccc2F)C1=O)NCCCn1ccnc1 | -3% | . | 1% | 4% | 21 | -32% | -11% | 4% | -18% | . | ?
Cn1cc(C(=O)NCc2ccc(F)cc2)c(=O)c2cc(S(=O)(=O)N3CCCCC3)ccc21 | -2% | 2% | -6% | -5% | 19 | 25% | -2% | ? | 5%&-3% | -5% | 16%
CCc1nc2ccc(C(=O)N3CCN(c4ccc(Cl)cc4)CC3)cc2nc1CC | -2% | . | -14% | 0% | 2 | 14% | 3% | ? | 3%&-3% | -23% | 3%
C(=N\NC1=Nc2cccc3cccc1c23)/c1ccccn1 | -34%[inhibitor] | -2% | -5% | -23% | 4 | 0.04µM* | . | ? | 1.5µM* | 28% | ?
Cc1cc(C)n2nc(C(=O)N3CCCC(Nc4ccc(C(C)C)cc4)C3)cc2n1 (centres undefined) | -7% | . | 12% | -3% | -5 | 17% | 0% | -2% | 0% | -12% | -2%
C=CCSc1nc2sc3c(c2c(=O)n1CC=C)CCc1ccccc1-3 | -1% | 18% | 3% | 0% | -19 | 10%[10 µM] | -1% | -1% | -2% | 11% | .
NC(=O)c1cc([N+](=O)[O-])ccc1NCc1cccc(N)c1 | -1% | . | 6% | 6% | 1 | . | . | ? | -2% | . | .
CC(C)Oc1cc(N)c(Cl)cc1Cl | 2% | . | -2% | -6% | 16 | 26% | 6% | 7% | -11% | 22% | -3%
O=C(NCc1nc(-c2ccc(C(F)(F)F)cc2)no1)Nc1ccc(OC(F)(F)F)cc1 | 2% | ? | 6% | -7% | 1 | 2% | ? | 0% | 0% | . | 6%
CC(=O)c1c(C)cc(C)c(CSc2ccccn2)c1C | 9% | 3% | -4% | 11% | -13 | . | . | ? | -13% | -15% | -3%
Cc1cc2oc(C(=O)N(Cc3ccccc3)C3CCS(=O)(=O)C3)cc(=O)c2cc1Cl (centres undefined) | -1% | 1% | 2% | -3% | -7 | -5% | 0% | ? | 2% | -4% | 6%

Only KCNH2 3.1 inh and Rab9 promoter act, for some of the entries so far:
SMILES | KCNH2 3.1 inh | Rab9 promoter act
Nc1ccn(Cc2ccccc2)n1 | 5 | -1%
Cn1cc(C(=O)NCc2ccc(F)cc2)c(=O)c2cc(S(=O)(=O)N3CCCCC3)ccc21 | 19 | -5%

Rewritten in markdown: part of the list above
| smiles | NPC1 prom act | PKM2 activator | Mito fusion act | Rab9 promoter act | KCNH2 3.1 inh | RORgamma inh | VP16 counter | ELG1 DNA repair | FLuc modulator | Menin MLL FP TR | MBNL1-CUG inh |
| --- | --- | --- | --- | --- | --- | --- | --- | --- | --- | --- | --- |
| O=C(COc1ccccc1Cl)N1CCN(c2ccccn2)CC1 | 0% | . | 4% | 1% | -4 | . | . | 9% | 3% | . | . |
| CN1CCN(C(=O)C2=C[C@H](c3csc4ccccc34)C[C@H](OCCCCO)O2)CC1 | 2% | 1% | 1% | 0% | 7 | -3% | -1% | 0% | 2% | -19% | 0% |
| CCOC(=O)C1=C(COC(=O)C2CC(=O)N(c3ccc(CC)cc3)C2)NC(=O)NC1C (centres undefined) | -6% | . | 0% | -1% | 13 | . | . | 7% | 4% | . | . |

Later entries.
SMILES | NPC1 prom act | PKM2 activator | Mito fusion act | Rab9 promoter act | KCNH2 3.1 inh | RORgamma inh | VP16 counter | ELG1 DNA repair | FLuc modulator | Menin MLL FP TR | MBNL1-CUG inh
CCc1ccc(C(=O)CSc2nnc(C)c(=O)[nH]2)cc1 | -2% | 0% | -2% | 1% | 2 | 9% | -10% | 21% | -11% | 0% | 3%
O=C(Cc1c(F)c(F)c(F)c(F)c1F)Nc1nc(-c2ccccc2)cs1 | -1% | -5% | 11µM* | -1% | 0 | ? | -22% | 20% | -2% | ? | -3%
CN(C1CCCCC1)S(=O)(=O)c1ccc(C(=O)N2CCN(c3nc4ccccc4s3)CC2)cc1 | -8% | -3% | -6% | -21% | -14 | ? | -1% | 9.2µM* | 1% | -5% | -9%
Cc1ccccc1-n1ncc2c(SCC(=O)NCc3cccs3)ncnc21 | -18% | 5% | -1% | -11% | -3 | -2% | -7% | -29% | -14% | 4% | 17%
CCOc1ccc2[nH]c3nc(SCC(=O)NCC4CCCO4)nnc3c2c1 (centres undefined) | -1% | . | 1% | 0% | 2 | 9% | ? | 12% | ? | 5% | ?
N#CC1=C(N)OC2=C(C(=O)CCC2)C1c1ccoc1 (centres undefined) | 0% | -6% | 0% | -7% | -37 | -3% | 1% | ? | 1% | 14% | 0%
Cc1ccc2nc(N(CCCN(C)C)C(=O)c3ccc4ncsc4c3)sc2c1 | ? | 7%[0.46 µM] | -15% | 4µM* | 1 | 8% | -20% | ? | 17µM* | -3% | -4%

This is a subset (hit frequency here may not be typical).
